# Diaphorase act: activates diaphorase or chemically reduces, flagging diaphorase assay artifacts | 0.005% of 190,000 active | Diaphorase/resazurin coupled assay, resorufin fluorescence, 16 min; active compounds read high; 1 = vehicle wells, 0 = NADH-free wells | AID 1229 | activation factor at 20 µM;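 active = diaphorase activity raised at least twofold by the compound at 20 µM; inactive = activation factor below 2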
#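 Material: Purified diaphorase enzyme from Clostridium kluyveri | Buffer or medium: 50 mM HEPES pH 7.4 with 4.542 mM MgCl2, 0.005% Tween 20 | Times: 16 min enzyme reaction, ambient temperature | Signal: Red resorufin fluorescence at 544/590 nm excitation/emission | Measure: Increased resorufin signal from activators or reducing compounds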
# TLR4 MyD88 comp: TLR4-MyD88 interaction inhibition in cells; 0.18% of 200,000 active; inhibition, % at 8.4 µM; O00206+Q99836; HeLa CL3-4 TLR4/MyD88 BLA complementation, FRET ratio; in the data active = inhibition above about 25%;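 also: 0% = vehicle and 100% = reference inhibitor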
# Hsp70 activator: transcriptional activators of Hsp70 | HeLa Hsp70 promoter luciferase reporter, luminescence; scaled: vehicle 0, proteasome-inhibitor control 100% | activation, % at 10 µM | 0.04% of 200,000 active;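 active = activation above the mean across all tested compounds plus 3 SD, cutoff set per campaign, cut at about 5.5% in these data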;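 also: 100% = MG132 at 30 µM as the positive control and 0% = DMSO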
# RAM inhibit: inhibitors of the yeast RAM network. S. cerevisiae dse1pr::URA3 reporter, 5-FOA growth OD615, 2 d; analog-sensitive cbk1-as2 kinase mutant strain. inhibition, % at 50 µM. 1.8% of 190,000 active. AID 868;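 active = inhibition above a set limit, 3 SD over mean compound inhibition, cut at about 8.4% in these data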;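 also: 0% = DMSO-only wells with no growth and 100% = 10 µM 1-NA-PP1 full growth; inhibition rescues growth on 5-FOA so higher OD means more RAM inhibition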
# S1P3 antag: antagonists of human S1P3 receptor. AID 485. Q99500. 0.27% of 170,000 active. CHO S1P3 NFAT-BLA reporter, FRET fluorescence, antagonist mode. inhibition, % at 4.98 µM;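 active = inhibition above the plate cutoff, the mean inhibition of test wells on that plate plus 3 SD, cut at about 28% in these data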;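 also: cells challenged with S1P at its EC80 of 0.8 µM; blue over green emission ratio from cleaved BLA substrate after 4 h stimulation; 0% = S1P-stimulated wells and 100% = unstimulated DMSO-only wells; some compounds past the cut are filed as inactive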
# Target sequence (Q99500 whole entry, looked up): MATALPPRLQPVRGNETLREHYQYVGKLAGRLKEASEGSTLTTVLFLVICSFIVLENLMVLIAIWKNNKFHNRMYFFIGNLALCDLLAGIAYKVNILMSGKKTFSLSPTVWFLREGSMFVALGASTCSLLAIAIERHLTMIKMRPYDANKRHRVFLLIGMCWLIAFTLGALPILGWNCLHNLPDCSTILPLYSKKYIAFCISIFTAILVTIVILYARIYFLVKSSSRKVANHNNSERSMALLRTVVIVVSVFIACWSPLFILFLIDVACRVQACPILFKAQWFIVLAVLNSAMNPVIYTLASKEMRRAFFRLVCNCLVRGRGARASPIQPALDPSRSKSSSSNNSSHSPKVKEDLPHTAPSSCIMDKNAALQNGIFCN
# G6PDH counter: inhibits Leuconostoc G6PDH, flagging false hits in G6PDH-based assays; Purified L. mesenteroides G6PDH, diaphorase/resazurin coupled fluorescence, 45 min; inhibition, % at 5 µM; 0.12% of 200,000 active
# PMI act satM6P: increases human PMI activity with near-saturating mannose 6-phosphate; coupled PMI enzyme assay, resazurin fluorescence, 20 min; active compounds read high; 1 = untreated enzyme, 0 = substrate-free blank; activation factor at 20 µM; P34949; 0.34% of 190,000 active;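 active = activation factor of 2 or more at 20 µM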
# Target sequence (P34949 whole entry, looked up): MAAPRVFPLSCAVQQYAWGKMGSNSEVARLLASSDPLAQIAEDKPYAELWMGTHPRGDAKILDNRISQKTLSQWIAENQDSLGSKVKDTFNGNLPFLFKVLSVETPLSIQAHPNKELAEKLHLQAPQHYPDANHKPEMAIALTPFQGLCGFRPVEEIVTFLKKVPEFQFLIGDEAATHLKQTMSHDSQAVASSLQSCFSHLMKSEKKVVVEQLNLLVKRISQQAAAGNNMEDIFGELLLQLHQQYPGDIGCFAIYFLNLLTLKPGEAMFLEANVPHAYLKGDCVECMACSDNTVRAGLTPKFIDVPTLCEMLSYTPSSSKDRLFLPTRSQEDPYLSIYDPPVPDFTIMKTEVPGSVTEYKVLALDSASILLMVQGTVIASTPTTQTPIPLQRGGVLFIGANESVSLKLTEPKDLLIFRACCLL
#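 Test system: human PMI in coupled enzyme assay; Input: PMI at 15 ng/mL final; Medium: HEPES buffer, pH 7.4; Schedule: 20 min incubation at room temperature; Technique: resorufin fluorescence at Ex 544/Em 590 nm; Compound: 20 µM single dose; Probe or stimulus: Near-saturating mannose-6-phosphate, 1.0 mM.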
# Lmaj promast: Leishmania major promastigote growth inhibition; Leishmania major promastigotes, resazurin fluorescence viability; inhibition, % at 10 µM; 9% of 200,000 active;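 also: promastigotes grown with compound for 44 hours at 28 °C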
# PMI act: activators of human phosphomannose isomerase | P34949 | purified human PMI, coupled resazurin fluorescence, 20 min; active compounds read high; 1 = vehicle control, 0 substrate-free wells | activation factor at 20 µM | 0.005% of 190,000 active | AID 1214;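 active = activation factor of 2 or more at 20 µM, relative to plate controls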
# Diaph inh CS: diaphorase inhibition or chemical oxidation counter-screen | inhibition, % at 20 µM | 0.69% of 190,000 active | diaphorase resazurin-to-resorufin fluorescence, NADH, 16 min; bacterial (C. kluyveri) enzyme, not human;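 active = primary screen inhibition at 20 µM above a set limit, cut at about 50% in these data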;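 also: plate controls were DMSO with full reaction for no effect and wells lacking NADH for full effect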
#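 Test system: Clostridium kluyveri diaphorase enzyme / Quantity: diaphorase at 0.14 U/mL in enzyme working solution / Incubation: 16-min room-temperature incubation before reading / Benchmarks: NADH-free wells as positive control, DMSO-only neutral wells / Signal: resorufin fluorescence 544/590 nm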
# Redox H2O2 prof: compounds producing H2O2 with reducing agent – biochemical, NIH compound library profiling, artefact control for MLSCN library redox annotation, primary screen; DTT-dependent redox cycling H2O2, phenol red/HRP absorbance; 100% = 100 µM peroxide control, 0% = buffer; activation, % at 10 µM; 0.03% of 200,000 active;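 active = activation of at least 50% relative to the plate's high and low controls in the primary single-dose screen; inactive = activation below 50%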;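 also: compound incubated with DTT at 0.8 mM final as the reducing agent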
# * marks the source's active call; other numbers are inactive results; . = not tested or not shown. Rule as the data show it, unless noted: active = inhibition above about 50%; inactive = the rest.
SMILES,Diaphorase act,TLR4 MyD88 comp,Hsp70 activator,RAM inhibit,S1P3 antag,G6PDH counter,PMI act satM6P,Lmaj promast,PMI act,Diaph inh CS,Redox H2O2 prof
COc1ccc(C2C3=C(CC(C)(C)CC3=O)Nc3c2c(=O)[nH]c2nc(C)nn32)cc1 (stereo unspecified),0.9,-0.2,-0.5,0.5,-0.4,1.4,1,-7.4,1,10.5,2.1
Cn1c(=N)c(S(=O)(=O)c2ccccc2)cc2c(=O)n3ccccc3nc21,0.9,1.2,0.1,0.4,-25.6,-29.3,1,4.4,1,6.8,2.8
O=C1CN(C(=O)CSc2nnc(Nc3ccccc3)s2)c2ccccc2N1,0.9,7.9,-0.1,4.1,-1.3,12.5,0.9,48.1,0.9,11.3,-0.1
CC(C)CNc1nc(=S)nc(N(C)C)[nH]1,0.7,1.8,0.0,1.3,.,15.9,0.8,15.3,0.9,26.4,-4.2
COc1cc(-c2nnc(SCC(=O)N3c4ccccc4Sc4ccccc43)o2)cc(OC)c1OC,1,-4.8,-0.1,5.4,.,6.3,1.1,28.7,0.9,2.0,1.7
COc1ccc(-n2nnnc2SCC(=O)NC(=O)Nc2ccc3c(c2)OCCO3)cc1,0.8,-8.1,0.1,3.7,.,3.7,1,1.6,0.8,22.8,0.1
O=S(=O)(c1ccccc1)N1CCN(CC2CC3C=CC2C3)CC1 (stereo unspecified),0.9,-16.7,0.0,0.4,-5.4,8.9,1,-2.8,0.9,9.7,0.2
CC1(C)N([O-])C(c2cccs2)=C[N+]1=O,0.9,-1.3,-0.1,0.5,-39.6,2.2,1,2.2,1,7.4,-3.8
Cc1cc(=O)oc2cc(OCCCN3C(=O)c4ccccc4C3=O)ccc12,0.8,-2.7,-0.2,1.6,-12.5,-2.3,1.1,-6.1,1.1,16.4,0.5
CCN(CC)CCOc1c(C)cccc1Cl,0.9,-3.2,-0.3,1.4,-2.4,10.4,1.1,-5.8,1.1,11.4,-0.7
Cc1cccc(C(=O)OCC(=O)Nc2sc3c(c2C#N)CCC3)c1,0.9,-3.3,-0.4,3.3,10.7,-18.1,1,36.3,0.9,10.2,0.1
Cc1sc2c(=O)n3c(nc2c1C(=O)NC1CCCCC1)CCCCC3,0.8,-9.6,-0.1,1.0,.,1.9,0.9,15.4,1,20.0,2.9
O=C(CN1C(=O)COc2ccccc21)NCCC1=CCCCC1,1,1.6,0.1,-0.2,8.3,-6.9,0.9,-7.6,0.9,-0.8,-1.6
Cc1ccccc1Nc1nnc(SCc2cc([N+](=O)[O-])cc3c2OCOC3)s1,1,-11.5,0.1,2.8,.,7.0,1,23.4,0.9,-2.3,0.0
CCCCOc1ccc(C(=O)NN2CCN(C)CC2)cc1,0.9,-7.6,0.1,0.8,4.5,-4.7,1,-6.1,1,13.5,0.1
c1ccc(-c2nc(N3CCN(c4ccccc4)CC3)nc(-n3ccnc3)n2)cc1,1,-0.8,-0.1,-1.2,6.2,1.8,1,67.1*,0.9,2.1,3.8
Cc1cc(C)nc(N2CCCC(C(=O)NCc3ccc4c(c3)OCO4)C2)n1 (stereo unspecified),1.1,-5.5,-0.2,0.3,-0.1,8.1,1.1,-1.5,1,-10.1,0.6
O=C1CCCN1CCCNS(=O)(=O)c1cccc(F)c1,1.1,2.8,-0.3,1.5,3.0,-2.8,1.1,-0.6,1.2,-9.1,-0.5
Cc1cc(NC(=O)CCC(=O)N(Cc2cccs2)C(C(=O)NC2CCCC2)c2ccccc2)no1 (stereo unspecified),0.9,6.2,-0.1,0.0,.,2.1,1,94.4*,1,6.0,0.0
Cc1[nH]nc(N)c1-c1ccc(Cl)cc1,0.9,-8.5,-0.2,-1.2,-3.7,-1.9,0.9,-2.7,1,14.2,-0.2
COC(=O)c1cnn2c(C(F)(F)F)cc(-c3ccco3)nc12,0.8,-7.1,-0.3,0.5,21.9,-15.2,1.3,2.3,1.1,21.9,1.1
CCN(CC)CCCNC(=S)N(Cc1cccnc1)Cc1cc2cccc(C)c2[nH]c1=O,0.8,-9.5,-0.1,0.0,-9.4,8.0,0.9,-0.2,0.9,21.6,0.8
O=C(Nc1ccc(-n2cccc2)cc1)C1CC1,0.9,-9.2,-0.1,0.1,-2.8,5.3,1,1.8,1,5.4,-0.5
CC(C)C(C)NC(=O)COc1ncnc2ccccc12 (stereo unspecified),0.9,-14.4,-0.5,0.4,.,-3.9,1,2.4,0.9,6.8,0.1
CC(NC(=O)C(=O)NN=C1CCCCCCCCCCC1)c1ccccc1 (stereo unspecified),0.8,0.5,0.1,-0.7,.,-0.4,0.9,-8.8,0.9,22.1,-3.2
COc1ccccc1NC(=S)N1CCN(Cc2ccccc2)CC1,1.1,11.1,-0.4,-0.3,-8.8,0.0,1.1,82.6*,1.1,-7.0,0.5
CCCCSc1nc(C)c(CC(=O)O)c(=O)[nH]1,0.8,-3.2,-0.1,0.9,-9.2,0.5,0.9,-5.9,1,22.0,0.3
CN(CC1CCOCC1)C(=O)CC1C(=O)NCCN1Cc1ccc(-c2ccccc2)cc1 (stereo unspecified),0.8,-4.3,-0.2,-0.7,-36.2,9.4,0.7,-3.5,1,16.4,-0.7
N#C/C(=C\c1c(Cl)cccc1Cl)c1nc2ccccc2o1,0.8,12.1,0.0,1.6,13.7,-15.7,0.9,-7.4,0.8,20.3,0.4
O=[N+]([O-])c1ccc(NCCNCCOc2nonc2-c2ccccc2)c([N+](=O)[O-])c1,1,-18.9,-0.3,2.4,-16.2,4.9,0.9,10.6,0.9,4.2,-0.3
O=c1[nH]c(=O)n([C@H]2C[C@H](O)[C@@H](CO)O2)cc1F,0.8,-11.1,-0.4,1.5,19.4,8.8,0.9,82.1*,1,18.5,-0.2
CC(C)CC(C(=O)NCC1CCCO1)N(C(=O)Cn1nnc(-c2ccc(F)cc2)n1)c1ccccc1F (stereo unspecified),0.8,1.8,0.2,-0.3,.,5.4,0.9,-1.3,0.9,15.3,-2.9
O=C(COC(=O)C(Cc1ccccc1)NC(=O)c1ccccc1)c1ccccc1 (stereo unspecified),0.8,-7.0,-0.1,6.3,0.5,7.9,0.8,-4.9,0.9,22.6,-0.1
O=C(CCC(=O)N/N=C/c1ccc(Br)s1)NCc1ccccc1,0.9,-3.7,-0.1,3.6,-11.2,2.0,0.9,-3.4,1,11.5,-0.6
COc1cc(C(=O)NCc2ccc(-c3nc4ccccc4o3)cc2)cc(OC)c1OC,0.9,-2.5,-0.1,2.0,19.9,3.1,0.9,-2.2,0.8,10.8,0.7
Cc1nc(CN(C)C(=O)c2cc(COc3ccc4ncccc4c3)on2)cs1,0.8,-10.3,0.2,0.6,5.4,17.7,0.9,13.9,0.9,23.0,-1.6
Cc1[nH]c2ccc(Br)cc2c(=O)c1CN1CCCCC1,0.9,6.4,-0.3,1.2,-22.8,13.1,1,8.0,1.1,7.5,-0.1
CCOC(=O)c1c(C(C#N)C#N)cc(C)nc1C,0.9,5.0,0.0,1.9,.,1.2,1,-3.8,1,7.4,-0.1
CCCCSc1nc(C)cc(C)c1S(=O)(=O)c1ccccc1C,0.8,-2.9,0.0,3.5,.,6.6,0.8,84.3*,0.8,19.6,1.8
COc1ccc(/C=N/NC(=O)c2ccc(Br)o2)cc1Cn1cc([N+](=O)[O-])cn1,0.7,-3.7,-0.2,2.8,5.5,6.0,0.9,-3.3,0.9,25.7,-0.5
CCn1cc(Br)c(C(=O)N(C)Cc2ccccc2)n1,0.8,-3.9,0.1,0.1,13.4,-5.0,0.9,-3.1,0.9,17.9,-0.7
C#CCOCCOCCOCCNc1nc(N2CCN(C(=O)[C@H](CCC(=O)O)n3cc(C(N)Cc4ccc(O)cc4)nn3)CC2)nc(N2CCN(C(=O)[C@H](Cc3cc4ccccc4[nH]3)n3cc(C(N)CC(C)C)nn3)CC2)n1 (stereo partly specified),1.1,-7.2,-0.2,-0.8,-25.7,9.6,1.1,-2.7,1.2,-14.2,-0.5
O=C(NCCN1CCOCC1)C(=O)NCC1OCCN1C(=O)c1ccc(Cl)cc1 (stereo unspecified),1,2.8,-0.1,1.4,3.0,16.3,1,-4.8,1.1,-0.9,-0.3
O=C(CCNC(=O)c1ccccc1)N=Nc1c(O)[nH]c2ccccc12,0.9,6.3,-0.4,0.8,-16.1,2.3,1,-8.0,1,7.8,-1.6
CCOCCCNC(=O)c1ccc(Br)cc1,1,-2.5,0.1,0.3,.,11.7,1.1,-9.6,1.1,3.7,1.1
CCOc1ccc(C(=O)Nc2ccncc2)cc1,1,5.8,0.0,-0.1,-19.8,11.8,1.1,-3.2,1,-1.4,2.1
Cc1ccc(-n2nnnc2SCc2nnc(-c3ccccc3Br)o2)c(C)c1,0.7,-4.6,-0.2,11.3*,5.2,12.7,0.8,2.3,0.9,29.8,-1.3
Cn1cc(CN2CCN(Cc3cccnc3)CC2)c(-c2ccc3c(c2)OCCO3)n1,0.9,-9.3,-0.2,1.2,2.1,7.1,1,-2.8,1,6.6,-0.1
CC(=O)c1cc2c(cc1NC(=O)CN1CCN(c3ccc(F)cc3)CC1)OCO2,0.9,-8.1,-0.5,2.0,-10.9,2.3,0.9,-3.6,1,9.6,1.1
COc1ccc(-c2[nH]ncc2CN2C[C@@H]3CCC[C@H]2C3)c(F)c1,0.8,-7.2,0.0,-0.3,3.3,4.9,1,-2.3,1,16.0,-0.6
N#C/C(=C\c1cccc([N+](=O)[O-])c1)C(=O)Nc1cccnc1,1,-16.9,-0.1,0.4,3.3,3.3,1,5.1,1.1,1.6,-0.2
COc1c(C)cc(C(=O)C2CCCN(C(=O)/C=C/c3ccccn3)C2)cc1C (stereo unspecified),0.9,-1.0,-0.2,1.0,7.5,8.2,1,14.4,0.9,11.9,-1.7
CCOc1cc(CNc2ccc(N3CCCC3)cc2)cc(Cl)c1OC,0.3,-11.9,-0.4,4.2,-10.7,10.4,0.3,8.1,0.2,67.9*,0.4
COc1ccc(-c2nsc3c(N4CCCCC4C)ncnc23)cc1 (stereo unspecified),0.9,4.0,-0.6,7.8,2.3,11.9,0.8,-1.2,0.8,14.2,-0.5

# From PubChem
